High-throughput results: PubChem, several laboratories
DAGLB inh: blocks human DAGLB lipase activity | Q8NCG7 | HEK293T DAGLB membrane lysate, EnzChek fluorogenic substrate | inhibition, % at 5.17 µM | hit rate 0.059% among 340,000 | AID 504411; in the data active = inhibition above about 34%;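 note: 0% = enzyme with vehicle and 100% = wells lacking enzyme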
Keap1-Nrf2 PPI: disrupts human Keap1 binding to Nrf2 peptide | AID 504523 | inhibition, % at 9.4 µM | hit rate 0.15% among 340,000 | Q14145 | Keap1 Kelch-Nrf2 peptide fluorescence polarization, 1536-well; in the data active = inhibition above about 12%;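 note: human Keap1 Kelch domain with fluorescein labeled Nrf2 9mer peptide probe; 0% = neutral control wells and 100% = peptide positive control; higher means more block of Keap1 binding to Nrf2 peptide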
V-ATPase pH: yeast V-ATPase proton transport regulation by pHLuorin | AID 504577 | S. cerevisiae, pHLuorin cytosolic pH fluorescence | response, % at 10 µM | hit rate 0.37% among 350,000; in the data active = response mostly above about 7.3%, no sharp cut-off; inactive = mostly below about 5.4%; note: actives read high; inactives centre near 0; some compounds called inactive have numbers as strong as hits
NSD2 inh: NSD2 (human) methyltransferase inhibition | O96028 | NSD2 peptide methylation, AlphaScreen, 120 min | inhibition, % at 12.5 µM | hit rate 0.54% among 310,000 | AID 743445; in the data active = inhibition above about 50%
Arr AP2 block: inhibitors of human beta-arrestin and AP2 interaction; inhibition, % at 10 µM; hit rate 0.31% among 340,000; FITC-arrestin peptide / GST-AP2 beads, flow cytometry; AP2 beta2 appendage carries R879A mutation;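 active = inhibition above a set limit, near 3 SD of compounds lacking own fluorescence, cut at about 54% in these data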;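 note: plate controls were DMSO wells for no effect and 5 µM unlabelled arrestin peptide for full effect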
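Material – GST-tagged AP2 beta2-adaptin appendage (R879A) on 4 µm glutathione beads · Probe or stimulus – fluorescein-tagged arrestin peptide at 50 nM final · Timing – 12 min plus 1 h, RT · Detection – bead flow cytometry, FITC channel · Read-out basis – inhibition as reduced fluorescein signal on beads, percent · Medium – PBS plus Tween 20 (0.05%) and BSA (0.1%)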
CAL PDZ FP-1: CAL PDZ (human) peptide binding inhibition | purified CAL PDZ, TMR-peptide fluorescence polarization, 1 h | AID 602252 | hit rate 0.92% among 300,000 | Q9HD26 | inhibition, % at 24.9 µM;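 active = mean inhibition of at least 30% with at least half of replicates also reaching 30%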;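 note: 0% = DMSO neutral control and 100% = excess unlabeled competitor peptide PRC23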
RTF Ca sens inh: cardiac RTF calcium desensitization; IANBD-labeled cardiac RTF, Ca2+ fluorescence; inhibition, % at 7.15 µM; hit rate 0.12% among 340,000;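 active = inhibition above the mean inhibition of all tested compounds plus 3 SD, cut at about 17% in these data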;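 note: assay run at fixed EC70 calcium of 1.6 mM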
DSG3 Ab inh: blocks pemphigus antibody binding to human desmoglein-3; P32926; binding (percent of control), % at 10 µM; DSG3-coupled beads, scFv-anti-DSG3-GFP binding, flow cytometry; hits give low values; hit rate 0.48% among 310,000; AID 588358;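 active = binding more than 3 SD below its plate's average and above zero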;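 note: hits lower antibody fragment binding to DSG3; some compounds called inactive have numbers as strong as hits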
LANA DNA inh: KSHV C-LANA DNA binding inhibition | MBP-C-LANA/FAM-LBS DNA binding, fluorescence polarization | inhibition, % at 9 µM | hit rate 0.078% among 340,000 | AID 504423;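 active = highest replicate inhibition at or above 60% at 9 µM, even if other replicates fall short; inactive = all replicates below 60% inhibition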;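 note: 0% = neutral control wells and 100% = 4 µM acridine orange control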
CAL PDZ FP-2: blocks peptide binding to human CAL PDZ domain; AID 504414; hit rate 0.02% among 330,000; Q9HD26; inhibition, % at 20 µM; purified CAL PDZ, TMR-peptide fluorescence polarization, 1 h;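 active = highest replicate inhibition of at least 40%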;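 note: plate controls were DMSO neutral control wells for no effect and unlabeled competitor peptide control wells for full effect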
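Test system: purified CerCALP PDZ construct; Compound dosing: one concentration, 20 µM compound; Also added: TMR-labelled reporter peptide T*-PRC34 bound in PDZ groove; Read-out: inhibition from polarization loss; Controls: unlabelled peptide and DMSO controls; Signal: FP readout, S and P plane fluorescence; Incubation: 1 h at RT.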
Starred values were filed as active, the others as inactive; i = inactive; / = no result given; + = active, no number. A portion of the library; the hit share may differ from the screen's.

SMILES	DAGLB inh	Keap1-Nrf2 PPI	V-ATPase pH	NSD2 inh	Arr AP2 block	CAL PDZ FP-1	RTF Ca sens inh	DSG3 Ab inh	LANA DNA inh	CAL PDZ FP-2
COC(=O)C1CCN(C(=O)COC(=O)C2CCN(S(=O)(=O)c3c(Cl)cccc3Cl)CC2)CC1	1	4	-4	-9	32	8	-11	93	-1.5	-3.2
Cc1sc(NC(=O)CN(Cc2ccccc2)C(=O)C2CC2)c(C(N)=O)c1C	-3	3	4	-1	13	/	-3	99	0.1	-0.2
Cc1cc(C(=O)COC(=O)Cc2n[nH]c(=O)c3ccccc23)c(C)n1-c1ccc2c(c1)OCO2	-1	-4	3	3	2	0	1	/	-2.0	-0.6
O=C(NCCC1CCCCN1S(=O)(=O)c1ccc(F)cc1)C(=O)NC1CCCC1 (stereo not given)	1	-3	5	-2	-4	-3	-14	102	-0.8	-2.5
CC1(C)Cc2ccccc2C(/C(=N/O)C(N)=O)=N1	0	-5	5	-4	6	-6	2	102	-0.6	0.5
CCCN1CCN(C(=O)Cn2c(=O)oc3cc(S(=O)(=O)NCc4ccccc4)ccc32)CC1	-2	-2	-5	/	-2	/	-13	104	0.0	-0.6
CCOC(=O)C1CCN(c2ncnc3c2oc2ccc(Br)cc23)CC1	-9	-1	-3	/	-2	-1	-1	105	-0.9	-3.9
CCCNC(=O)c1ccccc1NC(=O)c1ccc2c(c1)NC(=O)C(C)S2 (stereo not given)	1	-1	-5	0	17	-6	-4	109	-1.7	-4.4
CN(C)/C=N/C(=S)Nc1ccc(Br)cc1F	1	-3	4	10	-1	-2	1	110	-1.6	-0.5
O=C(O)c1cncc(SCc2ccccc2)n1	0	-3	0	-1	-2	0	-4	/	-3.7	0.1
O=C(Cn1cc(COc2ccccc2[N+](=O)[O-])nn1)c1ccc(O)cc1	4	1	-2	/	13	-1	-5	106	-0.2	-0.9
O=C(O)c1ccc(CSc2nnc(Cc3ccccc3)o2)cc1	1	-2	-1	1	19	/	-7	96	-2.1	-1.3
Cc1onc(-c2ccccc2)c1C(=O)OCC(=O)N1CCCCC1	-5	/	0	4	/	/	/	92	/	/
Cn1ncc(Br)c1C(=O)N1CCCCCC1	2	-3	1	-2	-6	-7	-9	/	2.7	-2.5
O=C(O)CCSSCCC(=O)O	-1	-1	-1	/	7	0	3	101	-0.2	-0.5
N/C(Cn1cncn1)=N\NC(=O)C(=O)Nc1ccccc1	-2	-3	3	1	35	-4	10	99	0.8	-1.0
OCCC1CN(Cc2cccn2-c2ccccn2)CCN1C1CCCCC1 (stereo not given)	0	-2	0	-3	7	-4	3	82	0.4	-2.2
Clc1ccc(Cc2noc(CN3CCN(c4ccccc4)CC3)n2)c(Cl)c1	-8	-8	-1	12	-6	1	-10	/	-1.3	-2.5
CCCc1cc(C(=O)NCc2cccs2)no1	-1	-1	5	/	-1	-1	-5	98	1.1	0.2
COc1cccc(/C=C2/SC(=S)N(CC(=O)NNC(=O)c3ccccc3OC)C2=O)c1	2	-7	-2	-7	11	-2	-27	/	0.3	-1.7
COc1ccccc1OCCc1nnc(N)s1	2	-8	-3	-2	2	/	8	98	-0.6	1.8
CCOC(=O)C1(Cc2cccc(OC)c2)CCN(Cc2cnc(N)nc2)CC1	/	2	-1	0	-16	3	/	100	-0.4	-0.9
COc1cccc(C(=O)N(Cc2cc3cc(C)ccc3[nH]c2=O)CC2CCCO2)c1 (stereo not given)	1	4	-3	1	26	-2	5	100	-0.9	-5.7
Clc1ccc(-c2noc(CCCOc3ccccc3)n2)cc1	-26	5	0	-4	-4	-8	-8	102	0.9	/
Cc1c(N=Cc2ccc(O)c(Br)c2)cccc1[N+](=O)[O-]	3	-1	5	7	6	-1	-1	99	1.5	-0.3
COc1ccc(S(=O)(=O)N2CCOC2CNC(=O)C(=O)NCCN2CCOCC2)cc1OC (stereo not given)	-3	-3	-3	0	27	-1	-7	105	1.0	-0.1
CC(=O)Nc1cccc(NC(=O)C2CCCN2C(=O)Nc2cccc(F)c2)c1 (stereo not given)	0	-3	-9	/	-1	-5	-8	98	-0.7	-2.6
CSC1=N/C(=C\c2c(F)cccc2Cl)C(=O)S1	-2	2	4	-1	6	-4	-5	100	4.3	-1.2
O=C(Nc1nc(-c2ccccc2)cs1)C1CCCN(S(=O)(=O)c2ccccc2)C1 (stereo not given)	-10	-2	2	-2	-3	-4	-21	92	0.5	-2.9
O=Cc1ccc(C(=O)OCC(=O)NCc2ccco2)cc1	-1	-2	0	0	-6	/	6	89	-0.6	-0.6
COC(CNC(=O)c1ccc(CS(=O)(=O)c2ccc(C)cc2)o1)OC	-1	-2	4	0	-3	1	-2	96	-0.4	-1.9
CCOc1cc(NC(=O)C(C)C)c(OCC)cc1NC(=O)Nc1ccccc1	-2	-4	-7	1	13	1	-1	103	-3.2	-0.6
O=C(O)Cn1c2ccccc2c2nc3ccccc3nc21	-2	/	-1	-2	/	/	/	99	/	/
CCOc1cc(C(=O)NCc2ccccc2)ccc1OCC(=O)N1CCCCC1	-2	1	2	1	-3	-4	-1	99	-0.5	-0.7
Cc1c(NC(=O)C(C)OC(=O)c2cc(Cl)ccc2O)c(=O)n(-c2ccccc2)n1C (stereo not given)	2	-2	0	/	-18	-2	-4	100	0.3	-2.7
CCOc1ccccc1/C=N/NC(=O)c1cccc(S(=O)(=O)N(CC)CC)c1	-1	-4	7	-1	-11	/	3	105	-0.9	-1.3
Cn1cccc1C(NC(=O)c1ccccc1)C(Cl)(Cl)Cl (stereo not given)	-8	-1	-3	3	39	4	-5	99	-1.1	-0.9
Cc1ccc(-n2ncc(C#N)c2/N=C/N2CCCCCC2)cc1	-10	-3	1	-9	6	-2	-6	64	0.2	-2.1
COc1ccc(CCNC(=O)CS(=O)(=O)c2cn(CC(=O)N(C(C)C)C(C)C)c3ccccc23)cc1OC	-2	-3	2	1	-1	-1	-9	116	-1.5	-2.0
Cc1ccccc1OCC(=O)NCCC(=O)O	2	-3	-3	1	-4	-3	4	102	0.8	0.0
C=CCNC(=S)N(Cc1ccccc1)Cc1ccccc1	-6	-7	2	-1	7	-2	-8	105	-0.3	0.7
CCOC(=O)c1ccc(CNC(=O)C(Cc2c[nH]c3ccccc23)NC(C)=O)o1 (stereo not given)	2	-2	1	0	13	/	-2	90	-0.5	-1.5
O=C(Nc1cccc(C(=O)N2CCOCC2)c1)c1cccnc1	2	-8	3	-1	9	0	-1	102	-1.9	-0.2
COc1ccccc1CN1CCNC(=O)C1CC(=O)NC1Cc2ccccc2C1 (stereo not given)	-2	-11	1	3	/	0	-10	94	-0.5	-3.0
COc1cc(NC(=O)CN(c2cc(C)cc(C)c2)S(=O)(=O)c2c(C)noc2C)cc(OC)c1	-9	0	2	/	8	-1	-6	110	0.7	-0.3
Cc1onc(-c2ccccc2Cl)c1C(=O)NCc1nnnn1-c1ccc(F)c(F)c1	-4	/	1	-2	/	/	/	99	/	/
O=C(Nc1nc(COc2ccccc2)cs1)C1CCC1	-3	-2	2	1	-5	-3	-16	/	-1.2	-1.0
CCN1CCCC1CNC(=O)c1cc(S(N)(=O)=O)ccc1OC (stereo not given)	0	-6	-3	/	4	3	0	112	1.5	-0.8
CC(=O)Nc1ccc(S(=O)(=O)Nc2ncccn2)cc1	-4	3	-3	-1	-6	-3	-1	98	-0.2	-0.4
CCOc1ccc(S(=O)(=O)Nc2ccc(C(=O)NCCCN3CCOCC3)cc2)cc1	4	/	-2	0	1	-6	4	105	/	0.2
CCc1ccc(OCC(O)CN2CCCC2)cc1 (stereo not given)	-5	-5	-5	-5	-6	-1	-9	94	-0.4	-0.5
C/C=C/c1ccc(OCC(=O)OCC2=C(C(=O)OCC)C(C)NC(=O)N2)c(OC)c1 (stereo not given)	2	-6	3	-1	8	-1	-1	99	-0.5	-0.6
O=C(c1ccc(-n2cnnn2)cc1)N(C1CCCCC1)C1CCCCC1	-1	-4	-4	-3	-1	-4	-15	92	0.1	-0.6
O=C1CC(C(=O)N2CCN(Cc3ccccc3)CC2)CN1Cc1ccccc1 (stereo not given)	0	-3	1	-19	5	9	4	100	-0.1	-1.5
O=C(c1ccco1)N1CCN(C2c3ccccc3-c3ccccc32)CC1	2	-5	-4	6	0	2	-8	100	0.5	2.9
CCOC(=O)N1CCC2(CC1)NC(=O)c1ccccc1N2	1	/	0	4	/	/	/	102	/	/
Cc1ccccc1S(=O)Cc1ccc(C(=O)NCCCN2CCCCC2)o1 (stereo not given)	2	-2	3	-2	9	8	-4	87	0.0	0.1
O=S(=O)(Nc1cc(Sc2ncn[nH]2)c(O)c2ccccc12)c1ccccc1	/	-60	-1	+	32	4	/	/	1.2	7.8
Cc1ccc(N(C(=O)C2CCCC2)C2C=CS(=O)(=O)C2)cc1C (stereo not given)	3	-2	2	-8	5	1	-4	98	0.6	0.0
Cc1cccc(NC(=O)Nc2ccc(Br)cc2)n1	-2	0	0	1	-4	-7	3	91	-2.9	0.4

Some of these compounds in order of the CAL PDZ FP-1 value, ascending:
mol,CAL PDZ FP-1
C=CCNC(=S)N(Cc1ccccc1)Cc1ccccc1,-2
O=C(c1ccco1)N1CCN(C2c3ccccc3-c3ccccc32)CC1,2
CCN1CCCC1CNC(=O)c1cc(S(N)(=O)=O)ccc1OC (stereo not given),3

Continued:
SMILES	DAGLB inh	Keap1-Nrf2 PPI	V-ATPase pH	NSD2 inh	Arr AP2 block	CAL PDZ FP-1	RTF Ca sens inh	DSG3 Ab inh	LANA DNA inh	CAL PDZ FP-2
O=C(OCCCN=C1NS(=O)(=O)c2ccccc21)c1ccc([N+](=O)[O-])cc1	-1	-1	-1	-4	42	4	0	110	0.0	-0.9
COc1ccc(/C=C(\NC(=O)c2ccc([N+](=O)[O-])cc2)C(=O)NCCCN2CCOCC2)cc1	0	-1	2	-2	-11	7	4	91	0.9	-1.8
CN(C)S(=O)(=O)c1ccc(-c2cn3ccccc3n2)cc1	-1	-4	3	-1	-10	-1	-2	95	-0.1	1.1
COc1ccc(CCCc2nnc(SCc3nc4ccccc4c(=O)[nH]3)n2C)cc1C	-2	-2	0	-1	2	-7	-6	105	0.2	0.1
CC(=O)OC1CCC2C3CCc4cc(O)ccc4C3CCC12C (stereo not given)	-2	1	2	/	17	0	-19	92	-3.5	-2.4
COCCCNCCCCOc1c(Cl)cc(C)cc1Br	1	-5	4	4	-1	-1	-3	110	0.4	-0.9
CN(CC(=O)Nc1ccc(Cl)c(C(F)(F)F)c1)C(=O)c1ccc2c(c1)OCCO2	-6	1	-2	-5	-11	-5	-6	103	-0.8	-3.1
Cc1ccc(N2C(=O)c3cccc4c(N)ccc(c34)C2=O)c2cccnc12	-239	-7	0	/	32	3	i	i	3.0	-0.8
